Screening data (PubChem BioAssay)
STAT3 activator: activators of IL-6 induced STAT3 signaling | U3A cells, IL-6 STAT3-luciferase reporter, luminescence; 100% = signal with IL-6 EC80 alone | activation (% of control), % at 5.6 µM | 190,000 tested, 0.91% active | AID 871;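 active means activation above the screen-wide mean of compound activation plus 3 SD, cut at about 130% in these data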;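 further: 0% = background luminescence of wells with medium and substrate only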
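Test system: STAT3-luciferase reporter U3A cells; Detection: reporter luminescence signal; Times: 1 h compound pre-exposure, 6 h IL-6 stimulation, 37 °C; Benchmarks: IL-6-only high control; Also added: IL-6 stimulus at 33 ng/mL final.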
PPARg SRC-2 ag: PPARgamma-driven SRC-2 recruitment agonism; P37231; PPARgamma LBD-SRC-2 recruitment, biochemical; 200,000 tested, 0.34% active; activation, % at 8 µM; in the data active means activation above about 22%;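 further: 0% = vehicle and 100% = reference agonist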
ROMK primary: human ROMK K+ channel modulation, primary screen; 130,000 tested, 2% active; B-score at 10 µM; Tet-inducible ROMK, thallium flux fluorescence; actives lie on both sides;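 active means signal ratio slope over the read window, or its plate-corrected B-score, at least 3 SD from the plate mean, either direction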;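 further: B-score of the F/F0 ratio slope over 7 to 12 s after thallium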
Target sequence (P48048 whole entry, looked up): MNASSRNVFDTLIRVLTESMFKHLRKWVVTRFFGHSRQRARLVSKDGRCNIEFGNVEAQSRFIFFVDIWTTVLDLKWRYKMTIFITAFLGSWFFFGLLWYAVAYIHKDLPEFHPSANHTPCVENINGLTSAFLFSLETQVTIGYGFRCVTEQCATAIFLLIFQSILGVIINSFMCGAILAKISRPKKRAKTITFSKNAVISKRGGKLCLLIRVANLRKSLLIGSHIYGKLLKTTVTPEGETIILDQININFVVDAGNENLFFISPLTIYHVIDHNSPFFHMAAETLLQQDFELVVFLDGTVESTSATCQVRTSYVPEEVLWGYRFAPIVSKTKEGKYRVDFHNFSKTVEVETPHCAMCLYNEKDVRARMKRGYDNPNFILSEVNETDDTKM
STAT3 inh: STAT3 signaling inhibition. U3A cells, IL-6 STAT3-luciferase reporter, luminescence; host cell line lacks STAT1. inhibition, % at 5.5 µM. 190,000 tested, 0.89% active. AID 862;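 active means inhibition above the mean inhibition across all screened compounds plus 3 SD, cut at about 44% in these data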;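 further: 0% = DMSO only wells and 100% = 100 µM nifuroxazide control wells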
PPARg SRC1 recr: PPARgamma-driven SRC-1 recruitment agonism | P37231 | PPARgamma-SRC-1 coactivator recruitment biochemical assay | activation, % at 8 µM | 200,000 tested, 0.41% active; in the data active means activation above about 19%;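 further: 0% = DMSO and 100% = reference agonist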
TR-FRET SRC-2 ct: flags TR-FRET format artefacts in PPARgamma SRC-2 recruitment agonist screen; 200,000 tested, 0.4% active; TR-FRET ratio at 8 µM; TR-FRET artefact counter-screen; stronger effect = higher value; AID 1049; in the data active means TR-FRET ratio above about 2000; further: inactives centre near 1500
bIAP inhibitor: blocks bovine intestinal alkaline phosphatase activity | inhibition, % at 20 µM | purified bovine IAP, CDP-star luminescence, 30 min | 190,000 tested, under 10 active;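 active means over 50% inhibition of intestinal alkaline phosphatase at 20 µM in the single-dose screen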
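Assay system: bovine IAP enzyme; medium: DEA buffer 100 mM, pH 9.8, with MgCl2 1.0 mM, ZnCl2 0.02 mM; doses: 20 µM single dose; incubation: enzyme reaction for 30 min at room temperature; detection: CDP-star luminescence signal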
TNAP act hi DEA: TNAP (human) activation, high acceptor | purified TNAP, CDP-star luminescence, 1 M DEA, 30 min; stronger effect = higher value; 0 = EDTA background, 1 = DMSO-only activity | P05186 | activation factor at 20 µM | 200,000 tested, under 10 active | AID 1136;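 active means activation factor at least 2 at 20 µM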
Target sequence (P05186 whole entry, looked up): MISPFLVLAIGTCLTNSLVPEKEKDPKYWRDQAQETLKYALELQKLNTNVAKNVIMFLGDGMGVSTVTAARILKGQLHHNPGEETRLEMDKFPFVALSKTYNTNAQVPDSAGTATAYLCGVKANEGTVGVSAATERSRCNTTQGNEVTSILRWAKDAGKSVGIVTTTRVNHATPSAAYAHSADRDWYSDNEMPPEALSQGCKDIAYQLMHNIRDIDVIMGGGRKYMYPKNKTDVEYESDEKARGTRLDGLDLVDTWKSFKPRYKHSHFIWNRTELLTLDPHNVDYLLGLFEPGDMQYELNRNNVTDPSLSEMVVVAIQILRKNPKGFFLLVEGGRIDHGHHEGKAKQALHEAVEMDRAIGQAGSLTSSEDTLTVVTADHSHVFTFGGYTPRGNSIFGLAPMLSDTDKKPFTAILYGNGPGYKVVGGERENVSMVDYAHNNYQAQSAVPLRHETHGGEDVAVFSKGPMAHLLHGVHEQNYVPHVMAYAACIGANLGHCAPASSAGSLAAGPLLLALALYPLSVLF
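Control set: EDTA negative control, DMSO positive control / Assay system: human TNAP / Quantity: TNAP 1/800 final / Evaluation: TNAP activation factor scaled between EDTA and DMSO control wells / Measured by: luminescent substrate turnover signal / Compound dosing: one dose, 20 µM / Times: 30 min enzyme reaction at room temperature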
STAT1 inh: STAT1 signaling inhibition; NIH 3T3 STAT1-luciferase reporter, IFN-gamma, luminescence; inhibition, % at 5.5 µM; 200,000 tested, 0.35% active; AID 920;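 active means inhibition above a set limit, the mean inhibition across all tested compounds plus 3 SD, cut at about 34% in these data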;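 further: 0% = IFN-gamma with DMSO and 100% = IFN-gamma with 300 µM nifuroxazide; values of inactives mirror those of a sister screen read the other way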
bIAP act: increases bovine intestinal alkaline phosphatase activity. purified bovine IAP, CDP-star luminescence, 30 min; stronger effect = higher value; fold of DMSO-control signal, blank-subtracted. activation factor at 20 µM. 200,000 tested, 0.17% active;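 active means activation factor of 2 or more at 20 µM, a signal rise over negative controls twice the positive control's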
PPARg SRC-3 ag: PPARgamma-driven SRC-3 recruitment agonism; 200,000 tested, 0.26% active; activation, % at 8 µM; AID 731; biochemical PPARgamma/SRC-3 coactivator recruitment assay; P37231; in the data active means activation above about 23%;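 further: 0% = DMSO and 100% = reference agonist; some compounds past the cut are filed as inactive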
Active calls of the source: *; nt = not tested or not shown; & = joins results of further samples.

SMILES	STAT3 activator	PPARg SRC-2 ag	ROMK primary	STAT3 inh	PPARg SRC1 recr	TR-FRET SRC-2 ct	bIAP inhibitor	TNAP act hi DEA	STAT1 inh	bIAP act	PPARg SRC-3 ag
NC(=O)c1c(NC(=O)C2CCCO2)sc2c1CCC2 (stereo unspecified)	90	16	nt	16	2	1678	5	1	-1	0.9	1
COc1ccccc1Nc1nnc(SCC(=O)N2CC(=O)Nc3ccccc32)s1	104	7	nt	1	8	1647	3	0.9	4	1	10
CN(O)C(=O)Nc1ccc([N+](=O)[O-])cc1	101	-3	-1.2	5	-3	1538	22	1	8	0.8	-2
COc1ccc(NC(=O)CSc2nc3ccsc3c(=O)n2Cc2ccccn2)c(OC)c1	106	0	-0.81	-5	9	1534	0	1	-2	1	1
O=C(O)CC(Cc1ccccc1)c1ccc2c(c1)OCO2 (stereo unspecified)	98	1	1.3	6	0	1499	12	1	-1	0.9	0
CC(C)(C)NC(=O)CN(Cc1ccc2c(c1)OCO2)C(=O)CNC(=O)c1cccs1	102	1	0.3	0	-3	1482	-8	1	5	1.1	-3
Cc1cccc(-c2c3c(=O)n(C)c(=O)n(C)c3cn2C2CCCCC2)c1	111	3	nt	-10	1	1711	11	1	4	0.9	7
CC(C(=O)NCCCN1CCOCC1)n1cccc1C(=O)c1ccccc1 (stereo unspecified)	94	8	0.68	10	4	1404	6	1	7	0.9	0
NNC(=S)NCCc1ccccc1	104	3	0.94	0	-1	1603	19	1	-3	0.8	-1
O=S(=O)(c1cccs1)N1CN(Cc2ccccc2)c2nc3ccccc3nc21	104	2	nt	5	-4	1719	8	1	6	0.9	11
CCN(CC)c1ncnc2c1cnn2C	104	5	0.51	-4	3	1674	9	1.1	0	0.9	13
CC(=O)c1cc(-c2ccccc2)[nH]c1N1CCOCC1	98	4	0.056	2	3	1705	0	1	2	1	13
Oc1ccc2ccccc2c1CN1CCCC1	107	11	1.3	-6	8	1581	3	1.1	3	1	7
CCCOc1ccc(/C(O)=C2/C(=O)C(=O)N(CCCOC)C2c2cccnc2)cc1 (stereo unspecified)	99	4	nt	7	-3	1741	2	1.1	-2	1	-4
COc1ccc(C(=O)Nc2cccnc2)cc1	94	5	nt	8	-5	1462	15	1	-10	0.9	-12
CCOc1ccc(Nc2nc(Cl)nc(NCCO)n2)cc1	101	-2	0.6	0	-2	1488	1	1	2	1	2
COc1ccc(NC(=O)CC2C(=O)N(C)C(=S)N2CCc2ccccc2F)cc1 (stereo unspecified)	92	-8	-0.86	17	4	1481	-4	1.1	24	1	0
Cc1cc(C)c2c(=O)[nH]c(SCc3ccc([N+](=O)[O-])cc3)nc2n1	104	9	nt	-3	10	1649	0	1	9	1	-1
O=C(Nc1ccccc1)c1cc([N+](=O)[O-])ccc1NC1CCCCC1	103	-9	0.36	-1	-7	1399	-1	1	-7	1	0
CN1CCN(Cc2cc(=O)oc3ccc(Cl)cc23)CC1	99	5	0.2	8	3	1664	6	1	-2	0.9	0
CNC(=S)N(Cc1ccc(OC)cc1)Cc1cc2cc(C)ccc2[nH]c1=O	102	-1	2.2	3	0	1807	4	1.1	-11	1	-1
Cc1ccc2c(CC(=O)NCc3cccs3)coc2c1	104	4	0.12	-8	3	1460	-6	1.1	8	1.1	1
O=C(O)c1ccc2c(c1)C(=O)N(c1cc(C(=O)O)ccc1Br)C2=O	105	1	-0.1	-1	-6	1468	4	1	18	1	0
O=C(CCN1C(=O)/C(=C/C=C/c2ccccc2)SC1=S)Nc1nccs1	105	-4	-0.91	2	5	1490	33	0.9	-8	0.7	-3
Cc1ccc(-n2ncc3c(N4CCN(c5ccccc5)CC4)ncnc32)c(C)c1	74	4	0.9	36	-2	1393	4	1	7	1	-2

New compounds follow
SMILES	STAT3 activator	PPARg SRC-2 ag	ROMK primary	STAT3 inh	PPARg SRC1 recr	TR-FRET SRC-2 ct	bIAP inhibitor	TNAP act hi DEA	STAT1 inh	bIAP act	PPARg SRC-3 ag
O=[N+]([O-])c1ccc(-c2c(O)c3ccccc3c3nc4ccccc4nc23)cc1	101	3	0.31	3	-2	1500	24	0.7	13	0.8	0
CCCNC(=O)CSc1nc(-c2cccs2)cc(C(F)(F)F)n1	104	-2	nt	0	-6	1477	-9	1	1	1.1	-6
Cc1csc(SC(C)C(=O)Nc2ccc(Cl)cn2)n1 (stereo unspecified)	89	-3	nt	16	-3	1629	10	1.1	6	0.9	-8
CC(C)C(=O)Nc1cccc(C(=O)Nc2nccs2)c1	89	3	0.0082	21	7	1410	4	1	-7	1	6
COC(=O)CSc1nc(C)c2ccc(OC)cc2n1	96	-2	nt	9	-3	1380	11	1	-13	0.9	-2
O=C(/C=C/c1ccccc1)Nc1cccc(S(=O)(=O)Nc2ccccc2F)c1	104	13	0.85	4	4	1576	6	1	7	0.9	5
CC(=O)c1ccc(OC(=O)CCN2c3ccccc3Sc3ccccc32)cc1	107	-10	1.5	-6	1	1587	-1	1.1	-6	1	8
COc1ccc(Nc2nnc(SC(C(=O)Nc3cc(C)ccc3C)c3ccccc3)s2)cc1 (stereo unspecified)	106	5	0.66	-3	11	1826	-3	1	10	1	6
CC(=O)c1ccc(N=Nc2ccc(C)cc2)cc1	33	4	-0.066	82*	6	1644	6	1	31	0.9	5
C/C(=N\NC(=O)COc1ccccc1F)c1cc2ccccc2o1	108	3	-1.5	-7	2	1557	46	1	-29	0.5	2
Nc1nc(CSc2ncccn2)nc(Nc2ccccc2)n1	116	7	1.2	-18	3	1525	39	1	-37	0.6	13
CCOc1ccc(NC(=O)Nc2cccc(C(=O)O)c2)cc1	10	1	0.16	110*	4	1558	9	1	96*	0.9	1
C=CCN(c1ccc(C(=O)N2CCCC2)cc1)S(C)(=O)=O	110	-8	nt	-9	-5	1445	2	1	-6	1	-7
O=C(Nc1ccc2c(c1)OCCO2)c1ccc(NC(=O)C2CCCO2)cc1 (stereo unspecified)	87	2	nt	21	-2	1385	14	1	7	0.9	3
c1ccc(CNc2ncnc3sc4c(c23)CCCC4)nc1	84	6	nt	21	2	1584	4	1	2	1	2
Cc1cn([C@H]2C=C[C@@H](CO)O2)c(=O)[nH]c1=O	95	-8&8	nt	8	-1&3	1440&1555	-15&10	1&1	-7	1.1&0.9	-2&1
O=[N+]([O-])c1ccc2oc(-c3ccccc3)nc2c1	92	-1	0.0091	17	0	1522	-2	1	-48	1	3
O=C(NCCc1ccccc1)C(=O)Nc1nccs1	100	-6	nt	3	-5	1199	-12	1	3	1.1	-5
O=C(OCC(F)(F)F)c1cccc(COc2ccc3ccccc3c2)c1	15	9	1.4	102*	8	1613	nt	1	88*	0.5	1
CC1(C)OC2OC(C(=O)N/N=C/c3ccccc3F)C3OC(C)(C)OC3C2O1 (stereo unspecified)	93	5	-0.35	12	7	1900	17	1	-5	0.8	2
CN(CCOC(=O)c1ccc2c(c1)OCCO2)Cc1ccccc1	105	5	-1.1	-2	5	1538	1	1	-3	1	8
COc1cc(C)nc(OCCNC(=O)COc2ccc(Cl)cc2Cl)n1	100	2	nt	0	2	1569	7	1	6	0.9	-7
CC(C)CCNC(=S)NC1CCCC1	85	10	nt	20	9	1534	7	1	8	0.9	7
O=C(Oc1ccccc1OC(=O)N1CCOCC1)N1CCOCC1	99	1	nt	10	9	1561	-3	1.1	-6	1	4
O=C(CSc1ncccc1-c1nc2ccccc2[nH]1)N1CCc2ccccc21	120	-8	0.37	-27	5	2650*	22	1	-20	0.8	2

Further results.
SMILES	STAT3 activator	PPARg SRC-2 ag	ROMK primary	STAT3 inh	PPARg SRC1 recr	TR-FRET SRC-2 ct	bIAP inhibitor	TNAP act hi DEA	STAT1 inh	bIAP act	PPARg SRC-3 ag
Cc1onc(-c2c(Cl)cccc2Cl)c1C(=O)c1c[nH]c(C(=O)NC2CC2)c1	98	-12	nt	11	-6	1343	12	1.1	3	0.9	14
Cc1cccc(NC(=O)CCSc2ccccn2)c1	108	4	nt	-7	4	1555	32	1	-7	0.7	1
CCC(C)C(=O)Nc1nc(C)c(-c2csc(Nc3ccc(Cl)cc3)n2)s1 (stereo unspecified)	139*	-12	nt	-48	4	1422	-4	1	10	1	1
O=C(CC1Oc2ccccc2NC1=O)NCCCN1CCN(Cc2ccccc2)CC1 (stereo unspecified)	101	-2	nt	3	2	1556	-6	1.1	0	1.1	-4
CCOc1ccc2nc3c(cc2c1)CN(CCOC)C(=NCCOC)S3	88	14	nt	18	-4	1766	5	1.1	-9	0.9	-4
O=C(NCc1ccco1)c1c2c(nc3ccccc13)CCC2	107	2	0.86	-2	6	1431	9	1	-4	0.9	-4
CCOc1ccc(Oc2nc(C)cc(OC)n2)nn1	108	-15	0.19	-5	-3	1584	-9	1	7	1.1	-1
CCOc1ccc(C(=O)COC(=O)CC)cc1	94	-8	-0.00084	9	-4	1300	7	1	-4	0.9	-5
CCc1cc2cc(C)c(C)cc2nc1SCC(=O)Nc1cc(C)on1	102	-4	0.44	4	7	1738	4	1	-5	1	0
COC(=O)C(Cc1ccc(O)cc1)NC(=O)C(C)Oc1ccccc1 (stereo unspecified)	101	-1	nt	1	6	1523	2	1	4	1	13
O=C(NCc1ccco1)c1ccc(-c2ccc(Cl)cc2)o1	102	1	-1	6	6	1609	5	1.1	-14	0.9	1
COc1ccc(C)cc1S(=O)(=O)N(CC(=O)O)c1ccc(C)cc1	104	-2	nt	-4	1	1528	0	1	-1	1	8
O=S(=O)(c1ccc(Cl)cc1)N(CCCN1CCOCC1)Cc1cccs1	99	-3	-0.4	4	-6	1450	1	1	-2	1	3
CCCCNC(=O)CSc1cc(=O)n(C)c2ccccc12	87	41*	nt	19	33*	2320*	13	1	-2	0.9	43*
Cc1ccccc1Cn1c2ccccc2c2cnn(CC(=O)N3CCN(c4ccccc4)CC3)c(=O)c21	83	11	nt	28	11	1914	5	1	2	0.9	6
CC1=NN(C(=O)c2ccc(Cn3ccc([N+](=O)[O-])n3)cc2)C(O)(C(F)(F)F)C1 (stereo unspecified)	97	3	-1.1	6	3	1448	3	1	8	1	6
Cn1nnc2cc(C(=O)NC3CCCCC3)ccc21	101	10	nt	1	2	1626	4	1	-2	1	11

Single records, as listed above. Screens in order: STAT3 activator, PPARg SRC-2 ag, ROMK primary, STAT3 inh, PPARg SRC1 recr, TR-FRET SRC-2 ct, bIAP inhibitor, TNAP act hi DEA, STAT1 inh, bIAP act, PPARg SRC-3 ag
Results for CCN(CC)c1ncnc2c1cnn2C → 104, 5, 0.51, -4, 3, 1674, 9, 1.1, 0, 0.9, 13
Results for CNC(=S)N(Cc1ccc(OC)cc1)Cc1cc2cc(C)ccc2[nH]c1=O → 102, -1, 2.2, 3, 0, 1807, 4, 1.1, -11, 1, -1
Results for O=C(NCc1ccco1)c1ccc(-c2ccc(Cl)cc2)o1 → 102, 1, -1, 6, 6, 1609, 5, 1.1, -14, 0.9, 1
Results for COc1ccc(C(=O)Nc2cccnc2)cc1 → 94, 5, nt, 8, -5, 1462, 15, 1, -10, 0.9, -12
